Screens (PubChem)
PAX8 reporter: inhibitors of PAX8-driven TPO luciferase reporter, primary screen, RMG-I cells, single concentration | inhibition, % at 12.6 µM | SteadyGlo, 24 h | 1.2% of 360,000 active | AID 652154, 2013;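 active means mean replicate inhibition at least 60% with every replicate also reaching 60%; inconclusive means only one of the two criteria is met; inactive means mean below 60% and not all replicates reaching 60%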;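 further: luciferase light reporting Pax8 driven TPO promoter activity; plate controls were median of neutral control wells for no effect and mitoxantrone controls for full effect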
DENV2 CPE rescue: inhibitors of DENV2 cytopathic effect, primary screen, cell-based, plate reader, single concentration. AID 651640, 2012. CPE inhibition, % at 9.99 µM. DENV2-infected cells, cytopathic effect rescue. 1.7% of 350,000 active; in the data active means CPE inhibition above about 20%, passing the limit was not always enough; inconclusive means no clear call, values can overlap the other calls; tested in BHK-21 cells;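 further: 0% = median of neutral control wells and 100% = median of positive control wells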
EWS-Fli block: EWS/Fli-driven NR0B1 reporter inhibitors, primary screen, A673 cells, NR0B1 luciferase, luminescence, MLPCN library | viability-normalised | inhibition, % at 12.6 µM | AID 651661, 2012 | 0.67% of 350,000 active;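 active means mean inhibition of at least 50% after viability correction, with every replicate also passing that limit; inconclusive means mean reaches 50% but only one of two replicates passes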;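 further: firefly luciferase signal divided by Alamar Blue viability fluorescence both relative to DMSO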
SIRT5 inh: SIRT5 desuccinylase inhibitors, primary screen, biochemical, fluorescence imaging, single point, set 5; NAD-dependent protein deacylase sirtuin-5, mitochondrial (Homo sapiens), Q9NXA8; Purified SirT5, succinyl-peptide AMC, trypsin-coupled fluorescence; inhibition, % at 15 µM; 1.1% of 330,000 active; AID 652115, 2013; in the data active means inhibition above about 15%; inconclusive means no clear call, values can overlap the other calls
Target sequence (Q9NXA8 whole entry, looked up): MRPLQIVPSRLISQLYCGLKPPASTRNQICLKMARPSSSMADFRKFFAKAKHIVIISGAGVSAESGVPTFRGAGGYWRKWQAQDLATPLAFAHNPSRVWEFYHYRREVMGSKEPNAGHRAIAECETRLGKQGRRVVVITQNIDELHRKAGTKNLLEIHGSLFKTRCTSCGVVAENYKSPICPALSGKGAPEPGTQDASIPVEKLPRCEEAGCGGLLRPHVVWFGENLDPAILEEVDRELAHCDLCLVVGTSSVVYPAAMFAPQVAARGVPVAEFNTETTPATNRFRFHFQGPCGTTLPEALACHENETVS
LGR2 inh: inhibitors of bursicon-induced LGR2 CRE-luciferase signal, primary screen, cell-based, HEK293, CRE-luciferase reporter, bursicon stimulation; 0.35% of 380,000 active; Drosophila bursicon receptor LGR2 (rickets); bursicon-stimulated, 4 h; inhibition, % at 9.99 µM;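 active means drop in luminescence signal, shown as inhibition above about 50% in the replicate tests, limit read from the data, passing the limit was not always enough; inconclusive means probably only some replicates passing the limit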;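 further: agonist challenge used bursicon conditioned medium at about half maximal strength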
ARNT TACC3 PPI: disruptors of ARNT/TACC3 protein interaction, primary screen, biochemical, AlphaScreen, single concentration | inhibition, % at 9.99 µM | 0.66% of 390,000 active | Transforming acidic coiled-coil-containing protein 3 (Homo sapiens), Q9Y6A5 | AlphaScreen His-ARNT PAS-B/GST-TACC3 binding, luminescence; TACC3 fragment carries E629A point mutation | AID 623870, 2012;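 active means mean inhibition of replicates at least 50% and at least half of replicates each reaching 50%; inconclusive means half or more replicates reach 50% but mean below 50%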;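 further: 0% = complete ARNT plus TACC3 wells and 100% = ARNT alone without TACC3; many hits fall short of the cut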
CASP6 VEID inh: human caspase-6 inhibitors, primary screen, biochemical, VEID-R110 fluorescence, single point, set 2; P55212; purified caspase-6, Z-VEID-R110 cleavage fluorescence; inhibition, % at 12.5 µM; 0.53% of 350,000 active;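 active means mean inhibition across replicates at least about 35%, with every replicate also reaching that limit, limit read from the data; inconclusive means only one of the two criteria met; inactive means neither criterion met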;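 further: 0% = median of neutral control wells and 100% = no fluorescence left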
Target sequence (P55212 24-179 limits assumed): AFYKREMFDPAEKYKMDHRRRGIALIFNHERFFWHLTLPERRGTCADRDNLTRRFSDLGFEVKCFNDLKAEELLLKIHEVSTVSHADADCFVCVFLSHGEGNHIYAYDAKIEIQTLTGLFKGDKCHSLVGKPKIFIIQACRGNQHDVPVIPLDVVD
Target sequence (P55212 194-293 limits assumed): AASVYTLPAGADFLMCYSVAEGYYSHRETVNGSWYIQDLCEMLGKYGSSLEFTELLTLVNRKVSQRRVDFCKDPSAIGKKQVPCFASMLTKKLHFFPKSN
Numbers without * were called inactive; ? = inconclusive; . = not tested or not shown; & = joins results of further samples; ! = a repeat was not active.

Compound	PAX8 reporter	DENV2 CPE rescue	EWS-Fli block	SIRT5 inh	LGR2 inh	ARNT TACC3 PPI	CASP6 VEID inh
Clc1ccc2c(N3CCOCC3)ccnc2c1	-22	2	3	-6	-6	-1	-4
Cc1cccc(Nc2nnc(SCC(=O)c3ccc(Br)s3)s2)c1C	2	?	14	-1	.	0	-2
O=C(C[C@@H]1CC[C@@H]2[C@H](COC[C@@H](O)CN2C(=O)C2CC2)O1)NCc1ccccc1Cl	-41	-8	9	2	-11	5	-4
O=c1c(Cl)c(Cl)cnn1-c1ccccc1	108*	17	70*	.	104*	-1	.
O=C(C[C@@H]1CC[C@@H](NC(=O)Nc2ccc(C(F)(F)F)cc2)[C@@H](CO)O1)NCc1cccc(F)c1	25	-2	-2	1	-22	4	-1
Cc1ccc(S(=O)(=O)NCCCCCC(=O)Nc2ccccc2)cc1	12	.	.	.	-24	-3	.
CO[C@@H]1CN(C)C(=O)c2cc(NC(=O)C3CCC3)ccc2OC[C@H](C)N(C(=O)CN(C)C)C[C@H]1C	-4	-5	1	-3	13	-7	4
Cc1cnc(NC(=O)CN2CCN(c3ccccn3)CC2)s1	68*	.	.	-2	37	.	0
Cc1noc(C)c1NC(=O)N(C)C[C@H]1Oc2ccc(NC(=O)CCN3CCOCC3)cc2C(=O)N([C@H](C)CO)C[C@H]1C	.	-19	10	4	2	-4	0
COc1ccc(-n2nc([N+](=O)[O-])c(=NCCc3cccc(C)c3)n2O)cc1	-13	-2	-9	-1	-5	1	-2
Cc1noc(C)c1NC(=O)Nc1ccc2c(c1)C(=O)N([C@H](C)CO)C[C@H](C)[C@H](CN(C)C(=O)Nc1ccc3c(c1)OCO3)OCCCC[C@@H](C)O2	.	3	-5	0	-7	-2	-1
CCCCC(=O)Nc1ccc(N2CCN(c3ccc(F)cc3)CC2)cc1	24	-3	-4	1	-3	-4	4
CSc1cccc(NC(=S)N(Cc2ccc(C)cc2)Cc2cccnc2)c1	-1	-8	-5	-5	-6	-3	-5
O=S(=O)(NCCc1nc2ccccc2[nH]1)c1ccccc1	-7	?	0	4	7	0	3
Cc1ccc(S(=O)(=O)N(C)C[C@@H]2Oc3ccc(NC(=O)Nc4c(C)noc4C)cc3CC(=O)N([C@@H](C)CO)C[C@@H]2C)cc1	7	6	-2	2	-6	3	.
COC(=O)c1sc(N)c(C(=O)OC)c1COC(=O)C12CC3CC(CC(O)(C3)C1)C2	-3	7	-5	11	-18	-10	-1
COc1ccccc1CNC(=O)CCC(=O)N1Cc2cccc(OC)c2Oc2ncccc21	-5	0	.	-7	6	-11	-1
CSc1c(SCc2ccccc2)cnn(Cc2ccccc2)c1=O	-8	.	.	.	1	6	.
Cc1nn(Cc2ccccc2)c(=O)c2nn(-c3ccc(Cl)cc3)c(C)c12	16	.	.	.	4	-3	.
C[C@@H]1CN([C@H](C)CO)C(=O)c2cc(-c3ccc(C#N)cc3)cnc2O[C@H]1CN(C)Cc1cccnc1	.	18	-11	-5	9	3	1

(cont.)
Compound	PAX8 reporter	DENV2 CPE rescue	EWS-Fli block	SIRT5 inh	LGR2 inh	ARNT TACC3 PPI	CASP6 VEID inh
Cc1ccccc1-c1cccc2c3c([nH]c12)[C@@H]1C[C@H]2[C@@H](C(=O)N1CC3)[C@H](C)ON2C	-3	-9	9	-5	-13	.	2
CCC(C)CCN1C(N(C)C)=NC[C@@H]1C (some centres not stated)	-4	.	-17	-6	-8	-8	1
COc1ccc2c3c(n(C)c2c1)[C@H](CO)N(C(=O)Cc1ccccn1)CC31CCN(CC2CCCC2)CC1	-11	0	-2	.	29	.	-1
O=C(Nc1ccc(F)c(Cl)c1)Nc1nnc([C@H]2C[C@H](O)[C@@H](CO)O2)s1	-42	?	-88	0	-33	.	2
CCOc1ccc(S(=O)(=O)N2CCCC(C(=O)Nc3cc(C)cc(C)c3)C2)cc1 (configuration not stated)	11	-3	10	-6	8	4	0
CCOC(=O)c1c(S(=O)(=O)NCC(=O)Nc2cccc(F)c2)c(C)n(C)c1C	3	-5	-2	-2	8	.	6
CCOC(=O)c1c(C)n(CC)c2c1cc(O)c1ccccc12	-5	3	-5	-6	-17	0	-2
C[C@H]1CN([C@@H](C)CO)C(=O)c2cc(C#Cc3ccccc3)cnc2O[C@@H]1CN(C)C(=O)CCN1CCCCC1	.	1	-3	0	4	5	-2
O=C(C[C@@H]1C[C@@H]2c3cc(NC(=O)NC4CCCC4)ccc3O[C@@H]2[C@H](CO)O1)NCc1cccnc1	-20	?	-12	0	7	.	-1
O=C(Nc1ccon1)Nc1ccccc1C(F)(F)F	1	4	0	-3	-1	-11	-4
CC(=O)NCCC(=O)Nc1ccc(C(N)=O)cc1	-8	-4	-3	-1	25	-4	1
Cc1noc(C)c1S(=O)(=O)N(C)C[C@@H]1Oc2ccc(NS(=O)(=O)c3ccccc3)cc2C(=O)N([C@H](C)CO)C[C@@H]1C	-11	7	-10	-10	6	-3	3
COc1ccc(N2C(=O)/C(=C/c3ccc([N+](=O)[O-])cc3)N=C2C)cc1	4	5	-14	3	20	.	.
O=C(NCCC(=O)N1CCCCC1)c1ccc(Br)cc1	-9	-2	.	-5	-13	-3	-2
CCn1c(-c2ccccc2)csc1=Nc1ccc(S(=O)(=O)O)cc1	-6	-3	10	11	18	.	6
COc1ccc(Cc2nnc(NC(=O)c3ccccc3F)s2)cc1OC	14	-3	9	3	-14	0	0
CN1c2ccc(-c3cccc(C#N)c3)cc2[C@@H]2[C@@H](CCN2C(=O)NC2CCCCC2)[C@H]1CO	9	-4	-2	.	12	-4	.
Cc1cc(C)n(-c2ccc(C(=O)NC(C)C)cc2)n1	.	-4	-3	-1	4	-17	3
CCCNC(=O)C1(C)CCCN(C(=O)c2ccccc2OC(F)(F)F)C1 (configuration not stated)	-3	17	-1	-7	1	.	6
COc1ccc(S(=O)(=O)N[C@H]2CC[C@@H](CCn3cc(-c4ccccc4F)nn3)O[C@@H]2CO)cc1	14	0	11	-1	-1	2	-1

Further entries:
Compound	PAX8 reporter	DENV2 CPE rescue	EWS-Fli block	SIRT5 inh	LGR2 inh	ARNT TACC3 PPI	CASP6 VEID inh
COc1ccc2c3c([nH]c2c1)[C@H](CO)N(CC1CC1)CC31CCN(S(=O)(=O)c2cccc(F)c2)CC1	.	-10	-3	2	10	.	-2
CC1(C(=O)NS(=O)(=O)c2cccs2)CCN1C(=O)CC1CC1 (configuration not stated)	-12	-3	-5	-2	-11	.	2
C[C@@H]1CN([C@@H](C)CO)C(=O)c2cc(NC(=O)Cn3cnnn3)ccc2O[C@@H]1CN(C)C(=O)Nc1ccc2c(c1)OCO2	.	10	1	5	-13	-6	-3
C[C@@H]1CN([C@H](C)CO)C(=O)c2cccc(NS(=O)(=O)c3cn(C)cn3)c2O[C@@H]1CN(C)Cc1ccncc1	4	-3	1	-6	-11	0	-4
Cc1ccc(C(=O)N2CCc3cc4c(cc3C2C)OCCCO4)cc1 (configuration not stated)	8	5	-6	-2	13	7	1
COc1ccc(CC(N)c2csc(Nc3nccc(C(F)(F)F)n3)n2)cc1 (configuration not stated)	-7	4	-11	.	-10	.	2
O=C(CSc1nnc(Cc2ccccc2)n1-c1ccc(Cl)cc1)N1CCOCC1	.	.	.	1	4	0	-5
O=S(=O)(c1ccccc1)N1CC[C@H]2[C@H](CO)Nc3ccc(C#Cc4cccc(F)c4)cc3[C@H]21	.	30*	0	-2	-3	.	2
Cn1c(O)c(N=NC(=O)c2cccc(S(=O)(=O)N3CCCCC3)c2)c2ccccc21	11	.	.	.	-16	-22	.
CCC1CCCCN1C(=O)CSC1=NN2CCCC(=O)N=C2S1 (configuration not stated)	-18	5	-5	1	-12	-2	-1
Cc1ccc2cccc(Oc3ccc([N+](=O)[O-])cc3[N+](=O)[O-])c2n1	-15	.	.	.	26	-2	.
Cc1noc(C)c1NC(=O)N(C)C[C@H]1Oc2ccc(N(C)C)cc2CC(=O)N([C@H](C)CO)C[C@@H]1C	-9	2	-4	-6	9	-7	13
CCCC(=O)Nc1ccc2c(c1)C(=O)N(C)[C@H]1CC[C@H](CC(=O)NCc3ccccc3Cl)O[C@H]1CO2	11	-7	-1	-2	6	2	-1
CC1=Nc2ccc(C)cc2/C1=C/c1c(N)n2oc(C)cc2nc1=O	-13&-2	-2&-9	3&-18	3&-14	2&3	1&-2	-2&0
Cc1ccc(NC(=O)N(C2CCCCC2)C(C)c2cccnc2)cc1C (configuration not stated)	28	11	-15	0	-1	.	0
CC(C)c1ccccc1-n1c(SCC(=O)N2CCc3ccccc3C2)nc2ccccc2c1=O	7	-5	13	-4	30	-8	-5
Cc1ccc2oc(=O)ccc2c1	.	-9	-6	.	-4	.	1
COc1ccccc1C(=O)NNC(=O)c1ccc(NS(=O)(=O)c2cccs2)cc1	20	15	8	-3	18	-5	3
O=C(NCCc1ccncc1)[C@@H]1[C@@H](CO)[C@@H]2Cn3c(ccc(-c4ccncc4)c3=O)[C@@H]2N1C(=O)C1CC1	.	-4	-1	-60	-9	-12	0
Cc1ccc(NS(=O)(=O)c2cccc3nsnc23)cc1	7	-4	-13	-3	-1	7	2

Other results follow:
Compound	PAX8 reporter	DENV2 CPE rescue	EWS-Fli block	SIRT5 inh	LGR2 inh	ARNT TACC3 PPI	CASP6 VEID inh
COc1cc(CNC2CCCC2)cc(OC)c1OC	.	5	-2	12	-6	18	1
COc1ccccc1NC(=O)c1ccc2snnc2c1	-28	-3	-33	-1	-13	1	1
C#CCOn1c(-n2nc(C)cc2C)nc2ccccc2c1=O	19	5	-2	-5	6	-5	-2
O=C(/C=C/c1ccc([N+](=O)[O-])cc1)Nc1ncc([N+](=O)[O-])s1	6	1	25	3	94*	-32	2
CCCC#Cc1ccc2c(c1)O[C@@H](CN(C)C)[C@H](C)CN([C@H](C)CO)S2(=O)=O	-4	-2	22	-1	-14	-1	-4
COc1cc(OC)cc(C(=O)N2CCN(Cc3ccccc3[N+](=O)[O-])CC2)c1	48	1	10	-1	-1	1	2
CCN1/C(=C/C(C)=C/c2sc3ccccc3[n+]2CC)Sc2ccccc21	102*	-4&-16	78*!	7&10	110*!	37	15&5
CCS(=O)(=O)N1CC2(CN(C(=O)c3ccc(F)cc3)[C@@H](CO)c3[nH]c4cc(OC)ccc4c32)C1	.	9	13	-2	-4	.	-1
CN1CCN(C(=O)C2CCC(=O)N(Cc3cccc(C(F)(F)F)c3)C2)CC1 (configuration not stated)	16	-3	-3	-2	-14	-1	-2
CCC(OCC(O)CN1CCCCC1)c1ccccc1 (configuration not stated)	-5	-4	-4	1	-8	-2	-2
